Measles CPE = protection of cells from measles virus. Measles virus-infected cells, CPE protection, absorbance. protection (pct of control), % at 4 µM. actives 1.5% (n = 140,000); in the data active = protection mostly above about 24%, no sharp cut-off; inactive = mostly below about 26%; also: some compounds called inactive have numbers as strong as hits
MRP1 act = activates MRP-1. H69AR cells + doxorubicin, viability rescue, CellTiter-Glo. viability increase, % at 10 µM. actives 0.61% (n = 140,000). AID 799;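 active = viability gain under doxorubicin at or above a set limit, the compound median plus 3 SD, cut at about 4.7% in these data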;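 also: MRP-1 overexpressing cells given doxorubicin 25 µM after compound pretreatment; 18-22 h compound pretreatment then 72 h with doxorubicin before readout; 0% = doxorubicin-only wells and 100% = vehicle-treated cells without doxorubicin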
E-sel TNF inh = TNF alpha driven E-selectin expression inhibition; HUVEC TNFa-induced E-selectin immunofluorescence, high content; inhibition, % at 2 µM; actives 0.71% (n = 120,000);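 active = inhibition above the batch mean plus 3 SD, and confirmed as a hit on visual image review, cut at about 43% in these data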;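 also: 0% = TNF-stimulated DMSO wells and 100% = unstimulated control wells; not every result past the cut was called active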
PTEN del growth = growth suppressors of cells with PTEN tumor suppressor deletion | HCT116 PTEN-null viability, CellTiter-Glo, 60 h; active compounds read low | actives 1.2% (n = 140,000) | viability, % at 10 µM;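 active = viability at or below a set limit, 4 SD under the median of all tested compounds, cut at about 3.7% in these data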;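 also: PTEN knockout HCT116 line with beta catenin targeted HCT116 as companion control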
bCat KO growth = beta-catenin-lacking colon tumor cell growth suppression. HCT116 beta-catenin knockout viability, CellTiter-Glo, 60 h; active compounds read low. viability, % at 10 µM. actives 1.5% (n = 140,000);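 active = viability at or under a set limit, the compound median less 4 SD, cut at about 6% in these data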;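 also: 0% = Hyamine 1622 control at 20 µM and 100% = untreated cell control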
Phagocytosis inh = inhibitors of macrophage phagocytosis | inhibition, % at 5 µM | AID 1029 | actives 0.07% (n = 110,000) | J774A.1 macrophage IgG-bead phagocytosis, imaging;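 active = inhibition above the mean of the plate negative controls plus 5 SD, cut at about 13% in these data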;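 also: phagocytic index as fraction of beads internalized from green versus red external bead signal; plate controls were DMSO negative control for no effect and cytochalasin-D positive control for full effect; some results beyond the cut were filed as inactive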
GALR2 blocker = blocks the human galanin receptor 2; actives 0.39% (n = 140,000); inhibition, % at 4 µM; GALR2-expressing cells, antagonist mode; in the data active = inhibition above about 27%;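 also: cells stimulated with galanin 1-16 at roughly its EC80; 0% = agonist challenge control and 100% = basal control without agonist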
Target sequence (O43603 whole entry, looked up): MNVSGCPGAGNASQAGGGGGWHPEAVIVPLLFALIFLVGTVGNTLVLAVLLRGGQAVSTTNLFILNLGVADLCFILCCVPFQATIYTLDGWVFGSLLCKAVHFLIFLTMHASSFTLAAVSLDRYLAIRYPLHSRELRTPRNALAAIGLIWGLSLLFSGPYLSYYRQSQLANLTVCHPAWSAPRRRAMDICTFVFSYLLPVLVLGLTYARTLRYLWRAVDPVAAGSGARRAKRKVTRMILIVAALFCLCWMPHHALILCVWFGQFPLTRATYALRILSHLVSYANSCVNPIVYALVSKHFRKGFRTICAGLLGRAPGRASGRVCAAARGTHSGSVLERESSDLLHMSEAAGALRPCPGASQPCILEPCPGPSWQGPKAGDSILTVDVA
Yeast life ext = yeast lifespan extension. S. cerevisiae growth with nicotinamide, OD615; deaD strain in restrictive glucose medium. inhibition of the nicotinamide effect, % at 10 µM. actives 0.68% (n = 130,000). AID 775;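 active = inhibition above a set limit, placed 3 SD over the median of all compounds, cut at about 26% in these data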;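 also: 0% = nicotinamide-treated wells and 100% = cells grown without nicotinamide; some compounds called inactive have numbers as strong as hits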
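System: Modified budding yeast, DeaD strain | Buffer or medium: Restrictive glucose medium | Also added: 1.5 mM nicotinamide | Doses: 10 µM single point, 0.25% DMSO | Schedule: 48 h compound exposure at 30 °C, humidified | Detection: Absorbance at 615 nm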
BB579 growth dn = reduces growth of yeast BB579 in restrictive medium. S. cerevisiae BB579 growth, OD615, 48 h. inhibition, % at 10 µM. actives 0.51% (n = 140,000). AID 804;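 active = inhibition above a set limit, 3 SD over the mean compound inhibition, cut at about 44% in these data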; also: inactives centre near -24
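System: DeaD yeast strain BB579; buffer or medium: CSMM-D dextrose restrictive medium; technique: OD at 615 nm; schedule: 4 h cell preincubation, 48 h compound exposure, 30 °C humidified; doses: single 10 µM dose; controls: amphotericin B 10 µg/mL, positive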
NPY-Y2 antag = blocks the human neuropeptide Y Y2 receptor; P49146; NPY-Y2 expressing cells, antagonist mode; inhibition, % at 2.7 µM; actives 0.99% (n = 140,000); AID 793; in the data active = inhibition above about 17%;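 also: 0% = vehicle with agonist challenge and 100% = reference antagonist with challenge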
Target sequence (P49146 whole entry, looked up): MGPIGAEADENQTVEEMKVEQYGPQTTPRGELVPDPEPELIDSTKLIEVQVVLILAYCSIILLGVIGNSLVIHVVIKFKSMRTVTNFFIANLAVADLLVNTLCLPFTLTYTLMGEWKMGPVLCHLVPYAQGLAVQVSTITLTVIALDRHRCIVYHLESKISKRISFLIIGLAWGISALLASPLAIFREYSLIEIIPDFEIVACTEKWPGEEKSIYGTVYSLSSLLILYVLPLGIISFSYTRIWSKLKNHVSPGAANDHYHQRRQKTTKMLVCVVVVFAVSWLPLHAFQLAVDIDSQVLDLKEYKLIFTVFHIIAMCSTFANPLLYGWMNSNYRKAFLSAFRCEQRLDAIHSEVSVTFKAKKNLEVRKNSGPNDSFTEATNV
Numbers without * were called inactive. Compounds as they come; any-hit rate near 6.2%.

`O=C(c1ccc(-n2cnnn2)cc1)N1CCN(C(c2ccccc2)c2ccccc2)CC1` gave Measles CPE 25, MRP1 act -4.3, PTEN del growth 79, bCat KO growth 89, Phagocytosis inh 0, GALR2 blocker -7, Yeast life ext -8, BB579 growth dn -8 and NPY-Y2 antag 0.
For CN(C)CCCNCCCNC(=O)c1ccco1 the results were Measles CPE 30, MRP1 act -0.6, E-sel TNF inh 4, PTEN del growth 111, bCat KO growth 106, Phagocytosis inh -4, GALR2 blocker 3, Yeast life ext 2, BB579 growth dn -57 and NPY-Y2 antag 2.
`Cc1ccc(C(=O)NCC(=O)OCC(=O)Nc2cc(C)c(C)cc2[N+](=O)[O-])cc1` gave Measles CPE 13, MRP1 act -0.4, E-sel TNF inh -2, PTEN del growth 99, bCat KO growth 86, Phagocytosis inh -6, GALR2 blocker -7, Yeast life ext -5, BB579 growth dn -12 and NPY-Y2 antag 4.
Cn1c(=O)[nH]c(=O)c2c1nc(CN1CCN(c3cccc(Cl)c3)CC1)n2Cc1ccccc1Cl was read as Measles CPE 5, MRP1 act -1.3, E-sel TNF inh -16, PTEN del growth 31, bCat KO growth 37, Phagocytosis inh 0, GALR2 blocker 4, Yeast life ext -15, BB579 growth dn -68 and NPY-Y2 antag 0.
Screening Cc1cc(=O)oc2cc(OCC(O)CN3CCc4ccccc4C3)ccc12 (stereo not given) returned Measles CPE 2, MRP1 act -3.0, E-sel TNF inh -26, PTEN del growth 88, bCat KO growth 92, Phagocytosis inh -1, GALR2 blocker 5, Yeast life ext -14, BB579 growth dn -42 and NPY-Y2 antag 6.
`C/C(Cn1nc([N+](=O)[O-])cc1C)=N\NC(=O)c1ccc(O)cc1O` gave Measles CPE 2, MRP1 act -0.5, E-sel TNF inh -14, PTEN del growth 78, bCat KO growth 83, GALR2 blocker -3, Yeast life ext -10, BB579 growth dn -20 and NPY-Y2 antag 1.
For O=C(COC(=O)c1cccc(Cl)c1Cl)NCCN1C(=O)CSC1=O the results were Measles CPE 3, MRP1 act -0.8, E-sel TNF inh 0, PTEN del growth 99, bCat KO growth 100, Phagocytosis inh 1, GALR2 blocker -4, Yeast life ext 2, BB579 growth dn -21 and NPY-Y2 antag 2.
For Cc1cc(N2CCCC2)nc(-c2ccccc2O)n1 the results were Measles CPE 23, MRP1 act -4.2, E-sel TNF inh -20, PTEN del growth 92, bCat KO growth 87, Phagocytosis inh 0, GALR2 blocker 4, Yeast life ext -23, BB579 growth dn -42 and NPY-Y2 antag 2.
CCCn1nc(C(=O)Nc2cc(C(=O)OC)ccc2C)c2ccccc2c1=O was read as Measles CPE 18, MRP1 act -0.5, PTEN del growth 103, bCat KO growth 102, Phagocytosis inh -1, GALR2 blocker 2, Yeast life ext -8, BB579 growth dn -41 and NPY-Y2 antag -1.
Screening Cc1noc(N)c1C(=O)Nc1ccc(F)cc1 returned Measles CPE 24, MRP1 act 0.5, E-sel TNF inh 25, bCat KO growth 93, GALR2 blocker 4, Yeast life ext -5, BB579 growth dn -33 and NPY-Y2 antag 2.
For Cc1sc(NC(=O)Cc2ccc3c(c2)OCO3)nc1-c1ccc2c(c1)CCN2C(=O)c1ccccc1F the results were Measles CPE 6, MRP1 act 0.6, E-sel TNF inh -5, PTEN del growth 73, bCat KO growth 58, Phagocytosis inh 0, GALR2 blocker 4, Yeast life ext 2, BB579 growth dn -34 and NPY-Y2 antag 1.
Screening O=C(c1ccc(Cl)s1)N1CCN(c2nc3ccccc3s2)CC1 returned Measles CPE 0, MRP1 act 1.0, PTEN del growth 81, bCat KO growth 84, Phagocytosis inh 0, GALR2 blocker 7, Yeast life ext -9, BB579 growth dn -6 and NPY-Y2 antag 13.
`COc1ccccc1N(CC(=O)NC1CCCCC1)C(=O)CCC(=O)Nc1ccccn1` gave Measles CPE 3, MRP1 act -2.1, E-sel TNF inh -10, PTEN del growth 94, bCat KO growth 94, Phagocytosis inh -2, GALR2 blocker 1, Yeast life ext -4, BB579 growth dn 3 and NPY-Y2 antag 2.
COc1cc(/C=N/NC(=O)COc2cccc(F)c2)ccc1OS(=O)(=O)c1ccc(C)cc1 was read as Measles CPE 7, MRP1 act -4.2, E-sel TNF inh -39, PTEN del growth 61, bCat KO growth 64, Phagocytosis inh -6, GALR2 blocker 3, Yeast life ext -1, BB579 growth dn 3 and NPY-Y2 antag 2.
For COCc1[nH][nH]c(=O)c1C=Nc1ccc(F)cc1F the results were Measles CPE 14, MRP1 act -1.7, E-sel TNF inh -29, PTEN del growth 100, bCat KO growth 87, GALR2 blocker -15, Yeast life ext 3, BB579 growth dn -20 and NPY-Y2 antag 4.

Retrieved by structure from above, 2 records:
Screening Cc1noc(N)c1C(=O)Nc1ccc(F)cc1 returned Measles CPE 24, MRP1 act 0.5, E-sel TNF inh 25, bCat KO growth 93, GALR2 blocker 4, Yeast life ext -5, BB579 growth dn -33 and NPY-Y2 antag 2.
`O=C(c1ccc(-n2cnnn2)cc1)N1CCN(C(c2ccccc2)c2ccccc2)CC1` gave Measles CPE 25, MRP1 act -4.3, PTEN del growth 79, bCat KO growth 89, Phagocytosis inh 0, GALR2 blocker -7, Yeast life ext -8, BB579 growth dn -8 and NPY-Y2 antag 0.

The listing continues.
`O=C(/C=N/O)NCCCN1CCCCCC1` gave Measles CPE 6, MRP1 act -1.0, E-sel TNF inh -9, PTEN del growth 101, bCat KO growth 90, Phagocytosis inh -1, GALR2 blocker 6, Yeast life ext -5, BB579 growth dn -22 and NPY-Y2 antag 5.
CCc1ccccc1NC(=O)c1ccc(F)c(S(=O)(=O)N2CCC(C(N)=O)CC2)c1 was read as Measles CPE 3, MRP1 act -1.2, PTEN del growth 96, bCat KO growth 96, GALR2 blocker 3, Yeast life ext 3, BB579 growth dn -31 and NPY-Y2 antag 2.
Cc1nc2n[nH]c(N)c2c2c1COC(C)(C)C2 was read as Measles CPE 21, MRP1 act -0.7, E-sel TNF inh -9, PTEN del growth 102, bCat KO growth 95, Phagocytosis inh 0, GALR2 blocker 2, Yeast life ext -8, BB579 growth dn -34 and NPY-Y2 antag 1.
`Cn1c(CO)cnc1SCc1ccc([N+](=O)[O-])cc1` gave Measles CPE 11, MRP1 act -0.3, PTEN del growth 93, bCat KO growth 97, GALR2 blocker 5, Yeast life ext -2, BB579 growth dn -1 and NPY-Y2 antag 1.
For Cc1ccc(NC(=O)c2ccc3nc[nH]c3c2)cc1C the results were Measles CPE 6, MRP1 act 1.4, E-sel TNF inh 24, PTEN del growth 74, bCat KO growth 72, Phagocytosis inh -1, GALR2 blocker 12, Yeast life ext 4, BB579 growth dn -10 and NPY-Y2 antag -1.
Screening CCOC(=O)c1oc2ccccc2c1NC(=O)CN1CCN(C)CC1 returned Measles CPE 15, MRP1 act -0.4, PTEN del growth 95, bCat KO growth 89, Phagocytosis inh -2, GALR2 blocker -2, Yeast life ext -14, BB579 growth dn -29 and NPY-Y2 antag 2.
Cc1ccc(C(=O)NC(NCC2CCCO2)C(Cl)(Cl)Cl)cc1 (stereo not given) was read as Measles CPE 10, MRP1 act -2.1, E-sel TNF inh 6, PTEN del growth 88, bCat KO growth 77, Phagocytosis inh -3, GALR2 blocker -8, Yeast life ext 3, BB579 growth dn 7 and NPY-Y2 antag 0.
Cc1nc2ccccc2c2oc(C(=O)NC3CC3)cc12 was read as Measles CPE 9, MRP1 act -0.7, PTEN del growth 102, bCat KO growth 97, Phagocytosis inh 0, GALR2 blocker -7, Yeast life ext -4, BB579 growth dn -61 and NPY-Y2 antag 0.
`O=C1Cc2ccccc2N1c1ccccc1` gave Measles CPE 3, MRP1 act 1.0, E-sel TNF inh -5, PTEN del growth 103, bCat KO growth 96, Phagocytosis inh 0, GALR2 blocker 20, BB579 growth dn -3 and NPY-Y2 antag 1.
`CCOC(=O)C1=C(C)NC(C)=C(C(=O)OC)C1c1cccc(Cl)c1Cl` (stereo not given) gave Measles CPE 4, MRP1 act -1.1, PTEN del growth 67, bCat KO growth 67, GALR2 blocker 2, Yeast life ext 2, BB579 growth dn 36 and NPY-Y2 antag 3.
Screening O=C(NNC(=O)c1ccccc1[N+](=O)[O-])c1cnccn1 returned Measles CPE 1, MRP1 act 0.5, PTEN del growth 96, bCat KO growth 99, Phagocytosis inh 4, GALR2 blocker -11, Yeast life ext -12, BB579 growth dn 15 and NPY-Y2 antag 2.
For Clc1cccc(N/N=C/c2ccc(N3CCOCC3)cc2)c1 the results were Measles CPE 9, MRP1 act 0.2, E-sel TNF inh -5, PTEN del growth 81, bCat KO growth 88, GALR2 blocker 5, Yeast life ext -15, BB579 growth dn 6 and NPY-Y2 antag 1.
COC(=O)c1ccccc1NC(=S)NC(NC(=O)c1ccco1)C(Cl)(Cl)Cl (stereo not given) was read as Measles CPE 10, MRP1 act -3.9, E-sel TNF inh 13, PTEN del growth 102, bCat KO growth 86, GALR2 blocker -4, Yeast life ext -5, BB579 growth dn 3 and NPY-Y2 antag 7.
Screening COc1ccc(C(=O)NNC(=O)c2ccccc2[N+](=O)[O-])cc1Br returned Measles CPE 5, MRP1 act -2.3, PTEN del growth 105, bCat KO growth 92, Phagocytosis inh -3, GALR2 blocker -17, Yeast life ext 3, BB579 growth dn -31 and NPY-Y2 antag 1.
`Cc1ccc(N(CC(=O)O)C2SC(=O)NC2=O)cc1` (stereo not given) gave Measles CPE 8, MRP1 act -1.7, E-sel TNF inh -18, PTEN del growth 93, bCat KO growth 87, Phagocytosis inh 2, GALR2 blocker 5, Yeast life ext -5, BB579 growth dn -7 and NPY-Y2 antag 2.
N#CCCn1cc(C=C(C#N)C#N)c(-c2ccc(-c3ccccc3)cc2)n1 was read as Measles CPE 15, MRP1 act -2.6, PTEN del growth 30, bCat KO growth 38, Phagocytosis inh 3, GALR2 blocker 10, Yeast life ext 3, BB579 growth dn -35 and NPY-Y2 antag 0.
`O=C(O)C1C2C=CC(C3CC23)C1C(=O)O` (stereo not given) gave Measles CPE 5, MRP1 act -1.9, E-sel TNF inh -34, PTEN del growth 85, bCat KO growth 75, GALR2 blocker -3, BB579 growth dn -1 and NPY-Y2 antag -2.
Screening Cc1ccc(NC(=O)c2ccnc(C(C)(C)C)c2)cc1 returned Measles CPE 21, MRP1 act -0.9, E-sel TNF inh 35, PTEN del growth 85, bCat KO growth 79, GALR2 blocker -4, BB579 growth dn -2 and NPY-Y2 antag 0.
For CCCCOC(=O)Nc1cc(C)c(Cl)cc1OC the results were Measles CPE 13, MRP1 act -0.9, E-sel TNF inh 13, PTEN del growth 95, bCat KO growth 91, Phagocytosis inh -1, GALR2 blocker 2, Yeast life ext -16, BB579 growth dn -8 and NPY-Y2 antag 7.
`O=C1/C(=C/c2cccc3ccccc23)CCCc2ccccc21` gave Measles CPE 15, MRP1 act -3.0, E-sel TNF inh -33, PTEN del growth 89, bCat KO growth 75, GALR2 blocker 2, BB579 growth dn -8 and NPY-Y2 antag 2.
